PRC2 inh – blocks human EZH2/PRC2 H3K27 methylation; Q15910; inhibition, % at 12.5 µM; 57,000 tested, 0.35% active; DELFIA TRF, 1 h;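 active = mean inhibition of replicates at least 50% and every single replicate also reaching 50%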;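 note: dimethyl H3K27 on biotinylated H3 21-44 peptide detected by antibody; plate controls were median neutral control wells for no effect and median positive control wells for full effect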
Target sequence (Q15910 whole entry, looked up): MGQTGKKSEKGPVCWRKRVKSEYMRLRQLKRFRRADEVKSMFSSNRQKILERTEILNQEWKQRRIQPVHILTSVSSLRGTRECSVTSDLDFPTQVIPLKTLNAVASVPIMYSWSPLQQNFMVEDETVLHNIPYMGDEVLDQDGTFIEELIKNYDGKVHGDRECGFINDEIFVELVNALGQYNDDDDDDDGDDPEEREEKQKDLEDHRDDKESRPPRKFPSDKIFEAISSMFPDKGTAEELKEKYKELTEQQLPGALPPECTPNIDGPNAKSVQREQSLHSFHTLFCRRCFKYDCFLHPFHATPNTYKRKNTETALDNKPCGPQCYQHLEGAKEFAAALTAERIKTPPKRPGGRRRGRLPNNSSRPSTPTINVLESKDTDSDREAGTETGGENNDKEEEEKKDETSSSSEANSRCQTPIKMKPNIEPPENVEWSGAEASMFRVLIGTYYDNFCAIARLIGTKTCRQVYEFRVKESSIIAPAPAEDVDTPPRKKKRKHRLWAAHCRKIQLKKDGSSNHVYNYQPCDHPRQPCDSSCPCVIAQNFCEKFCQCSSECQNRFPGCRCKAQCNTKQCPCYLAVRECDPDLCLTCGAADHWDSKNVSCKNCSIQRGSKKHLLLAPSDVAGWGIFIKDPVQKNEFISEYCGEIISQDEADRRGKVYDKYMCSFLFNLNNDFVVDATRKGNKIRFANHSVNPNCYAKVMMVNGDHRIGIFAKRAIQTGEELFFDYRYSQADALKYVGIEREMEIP
IDH1 mut inh – blocks human IDH1 R132H reductase activity | inhibition, % at 10 µM | 70,000 tested, 0.18% active | diaphorase/resazurin fluorescence, 60 min; in the data active = inhibition above about 34%;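 note: 0% = DMSO and 100% = no enzyme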
Starred values were filed as active, the others as inactive; / = not tested or not shown.

cpd	canonical_smiles	PRC2 inh	IDH1 mut inh
1	C[C@@H]1CN([C@@H](C)CO)C(=O)Cc2cc(NC(=O)c3ccncc3)ccc2O[C@H]1CN(C)Cc1ccc2c(c1)OCO2	-2	1.3
2	CC(C)C#Cc1cnc2c(c1)C(=O)N([C@@H](C)CO)C[C@@H](C)[C@@H](CN(C)Cc1ccccc1F)O2	11	0.0
3	CN(C(=O)C(Cl)Cl)c1ccc(OC(=O)c2ccco2)cc1	-12	-0.2
4	O=CNCCc1c[nH]c2ccccc12	/	0.0
5	C[C@H](CO)N1C[C@H](C)[C@@H](CN(C)C(=O)C2CCC2)Oc2cc(C#Cc3ccncc3)ccc2S1(=O)=O	-4	/
6	C[C@@H]1CN([C@@H](C)CO)S(=O)(=O)c2ccc(C3=CCCCC3)cc2O[C@@H]1CN(C)C(=O)Cc1ccccc1	11	-2.3
7	O=C(C[C@@H]1C=C[C@H](NC(=O)Nc2ccc(F)cc2)[C@H](CO)O1)NCc1ccccn1	2	-0.4
8	O=C(C[C@H]1C=C[C@@H](NC(=O)C2CC2)[C@@H](CO)O1)NC1CCC1	11	-0.1
9	CC(C)C#Cc1ccc2c(c1)O[C@H](CN(C)C(=O)c1ccncc1)[C@H](C)CN([C@H](C)CO)S2(=O)=O	-5	/
10	COc1ccccc1NC(=O)N[C@@H]1CC[C@H](CCNC(=O)c2ccc3c(c2)OCO3)O[C@H]1CO	10	0.1
11	NCC[C@H]1CC[C@H](NC(=O)C2CCC2)[C@@H](CO)O1	6	0.0
12	CC(C)NS(=O)(=O)c1ccc(NC(=O)C2CCCCC2C(=O)O)cc1 (stereo not given)	-10	0.0
13	CSc1ccc(C2CN3CCCC3c3ccccc32)cc1 (stereo not given)	/	-0.5
14	C=C[C@H]1[C@H](O[C@@H]2O[C@H](CO)[C@@H](O)[C@H](O)[C@H]2O)OC=C2C(=O)OCC[C@]21O	/	0.2
15	CO[C@@H]1CN(C)C(=O)c2ccc(NC(=O)c3cc(C)on3)cc2OC[C@H](C)N(C(=O)C2CC2)C[C@H]1C	0	0.2
16	COc1ccc(NC(=O)N(C)C[C@H]2OCCCC[C@H](C)Oc3ccc(NC(=O)NC(C)C)cc3C(=O)N([C@@H](C)CO)C[C@@H]2C)cc1	/	0.3
17	C[C@@H]1CN([C@@H](C)CO)C(=O)c2cc(NS(=O)(=O)c3cccs3)ccc2O[C@H]1CN(C)C	17	2.3
18	C[C@H](CO)N1C[C@H](C)[C@H](CN(C)C(=O)Cc2ccccn2)Oc2cc(-c3ccc(C(=O)N(C)C)cc3)ccc2S1(=O)=O	-14	-2.3
19	C[C@@H]1CCCCO[C@@H](CN(C)S(C)(=O)=O)[C@H](C)CN([C@@H](C)CO)C(=O)c2cc(NS(=O)(=O)c3ccccc3)ccc2O1	/	3.4
20	COc1ccccc1NC(=O)C(C)NS(=O)(=O)c1ccccc1 (stereo not given)	2	-0.3
21	COc1ccc([Si](C)(C)[C@@H]2[C@@H](CC(=O)N3Cc4ccccc4C[C@H]3CO)O[C@]3(C(=O)N(C)c4c(Br)cc(C)cc43)[C@H]2C)cc1	18	/
22	CN(C)C(=O)c1ccc(-c2cccc(-c3nc(C(=O)NC4CCCC4)cc4c3[C@H](CCO)N([S@@](=O)C(C)(C)C)C4)c2)cc1	1	-0.1
23	C[C@@H]1CN([C@H](C)CO)C(=O)c2cccc(NS(=O)(=O)c3ccc(Cl)cc3)c2O[C@H]1CN(C)C(=O)Nc1ccc(F)cc1	5	/
24	COc1ccc2c(c1)N(C(=O)CSc1n[nH]c(C)n1)C(C)(C)C=C2C	2	-0.1
25	O=C(COc1ccc([N+](=O)[O-])cc1)Nc1ccc2oc(-c3cc(F)c(F)cc3Cl)nc2c1	-6	0.2
26	C[C@@H]1CN([C@H](C)CO)C(=O)c2cccc(NC(=O)Nc3ccc4c(c3)OCO4)c2O[C@H]1CN(C)S(C)(=O)=O	/	1.9
27	O=C(C[C@@H]1CC[C@H](NC(=O)c2cccc(F)c2)[C@H](CO)O1)NCCN1CCCC1	1	-1.0
28	CCn1c(SCC(=O)Nc2cc(F)ccc2C)nnc1-c1ccccc1O	-9	-0.1
29	C[C@@H]1CN([C@H](C)CO)C(=O)c2cc(C#Cc3ccc(F)cc3)cnc2O[C@@H]1CN(C)C(=O)Nc1ccc(F)cc1	-39	0.1
30	C[C@H]1CN([C@@H](C)CO)C(=O)Cc2cc(NC(=O)C3CC3)ccc2O[C@@H]1CN(C)Cc1ccc(C(=O)O)cc1	/	3.2
31	C[C@H]1CN([C@@H](C)CO)C(=O)CCCn2nncc2CO[C@H]1CN(C)C(=O)NC1CCCCC1	-2	/
32	COc1ccc(S(=O)(=O)N(C)C[C@@H]2OCCCC[C@@H](C)Oc3ccc(NC(=O)NC(C)C)cc3C(=O)N([C@@H](C)CO)C[C@@H]2C)cc1	/	-0.3
33	C[C@H]1CN([C@@H](C)CO)C(=O)c2cccc(NS(=O)(=O)c3cn(C)cn3)c2O[C@@H]1CN(C)Cc1ccncc1	7	/
34	CCC(=O)Nc1ccc2c(c1)C(=O)N(C)C[C@H](OC)[C@@H](C)CN(C(=O)c1ccccc1F)[C@H](C)CO2	-4	0.5
35	COc1ccc(S(=O)(=O)N(C)C[C@H]2Oc3ccc(NS(=O)(=O)c4cn(C)cn4)cc3CC(=O)N([C@@H](C)CO)C[C@@H]2C)cc1	/	-1.3
36	C[C@H]1CN([C@@H](C)CO)C(=O)CCCn2nncc2CO[C@@H]1CN(C)C(=O)Nc1ccc(C(F)(F)F)cc1	/	3.5
37	CC(C)NC(=O)N(C)C[C@@H]1Oc2c(NC(=O)C3CC3)cccc2C(=O)N([C@H](C)CO)C[C@@H]1C	-1	/
38	O=C(CN1C(=O)C2C3C=CC(C4CC34)C2C1=O)Nc1ccc(Oc2ccc(Br)cc2)cc1 (stereo not given)	5	0.3
39	C[C@@H]1CN([C@H](C)CO)C(=O)c2cc(NS(C)(=O)=O)ccc2O[C@@H]1CN(C)Cc1ccc(C(=O)O)cc1	/	0.2
40	O=C(O)CCCCCC(=O)N/N=C/c1ccc(O)cc1Br	22	0.5
41	CCCNC(=O)N(C)C[C@@H]1Oc2cc(C#CC(C)C)ccc2S(=O)(=O)N([C@@H](C)CO)C[C@@H]1C	/	-1.5
42	C/C=C/c1cnc2c(c1)C(=O)N([C@@H](C)CO)C[C@H](C)[C@H](CN(C)C(=O)C1CCOCC1)O2	9	0.4
43	c1ccc(-n2c(SCc3nc4ccccc4[nH]3)nnc2-c2cnccn2)cc1	-15	0.2
44	C[C@@H]1CN([C@@H](C)CO)C(=O)c2cc(NC(=O)Nc3ccc(F)cc3)ccc2O[C@@H](C)CCCCO[C@H]1CN(C)C(=O)C1CCCCC1	/	2.0
45	COc1ccc(S(=O)(=O)N(C)C[C@@H]2Oc3ccc(NC(=O)Cc4cn(C)c5ccccc45)cc3C(=O)N([C@H](C)CO)C[C@H]2C)cc1	/	-24
46	COc1ccc(CN(C)C[C@H]2OCCCC[C@H](C)Oc3ccc(NS(=O)(=O)c4ccc(C)cc4)cc3C(=O)N([C@H](C)CO)C[C@H]2C)cc1	/	-10
47	COCC(=O)N(C)C[C@@H]1Oc2cc(C3=CCCCC3)ccc2S(=O)(=O)N([C@H](C)CO)C[C@H]1C	7	-2.2
48	O=C(CSc1nc2ccccc2c(=O)[nH]1)Nc1ccccc1C(=O)c1ccccc1	6	0.4
49	CCCC(=O)Nc1ccc2c(c1)C(=O)N(C)C[C@@H](OC)[C@H](C)CN(C)[C@@H](C)CO2	6	0.2
50	COCC(=O)Nc1ccc2c(c1)OC[C@H](C)N(CC1CCCCC1)C[C@@H](C)[C@H](OC)CN(C)C2=O	0	-0.1
51	COCCOC(=O)N1C(=O)[C@@]2(c3cc(C#CCNC(N)=O)ccc31)[C@H](c1ccccc1OCCO)N1[C@H](c3ccccc3)[C@H](c3ccccc3)OC(=O)[C@H]1[C@@H]2C(N)=O	-23	/
52	Cn1cnc(S(=O)(=O)N[C@H]2C=C[C@H](CC(=O)NCC3CC3)O[C@H]2CO)c1	-2	0.0
53	O=C1C=CC(O)(/C=C/C(=O)O[C@@H]2[C@@H](O)[C@H](Oc3ccc(O)cc3)O[C@H](CO)[C@H]2O)C=C1	/	0.1
54	C[C@@H]1CN([C@H](C)CO)C(=O)c2ccccc2-c2ccccc2CO[C@H]1CN(C)C(=O)Nc1cccc(F)c1	-62	/
55	CCCNC(=O)N(C)C[C@H]1Oc2cc(C#CCOC)ccc2S(=O)(=O)N([C@@H](C)CO)C[C@@H]1C	3	0.7
56	COc1ccc([Si](C)(C)[C@@H]2[C@@H](CCO)O[C@]3(C(=O)N(Cc4ccccc4)c4ccc(N5CCC5=O)cc43)[C@H]2C)cc1	25	/
57	OCCSCC(O)CC(O)c1ccccc1 (stereo not given)	6	/
58	COc1ccc(OC)c(C2Nc3nc4ccccc4n3C(C)=C2C(=O)Nc2ccc(C)cc2C)c1 (stereo not given)	-16	0.3
59	C[C@@H]1CN([C@H](C)CO)C(=O)c2cc(NC(=O)C3CC3)ccc2O[C@@H]1CN(C)CC1CC1	11	0.6
60	CC12CCC3c4ccc(OC(=O)c5ccccc5)cc4CCC3C1CCC2O (stereo not given)	/	-0.2

Exported with values under each structure: entries from further up.
The line under a structure holds: PRC2 inh	IDH1 mut inh
#42 C/C=C/c1cnc2c(c1)C(=O)N([C@@H](C)CO)C[C@H](C)[C@H](CN(C)C(=O)C1CCOCC1)O2
→ 9	0.4
#43 c1ccc(-n2c(SCc3nc4ccccc4[nH]3)nnc2-c2cnccn2)cc1
→ -15	0.2
#44 C[C@@H]1CN([C@@H](C)CO)C(=O)c2cc(NC(=O)Nc3ccc(F)cc3)ccc2O[C@@H](C)CCCCO[C@H]1CN(C)C(=O)C1CCCCC1
→ /	2.0
#45 COc1ccc(S(=O)(=O)N(C)C[C@@H]2Oc3ccc(NC(=O)Cc4cn(C)c5ccccc45)cc3C(=O)N([C@H](C)CO)C[C@H]2C)cc1
→ /	-24
#46 COc1ccc(CN(C)C[C@H]2OCCCC[C@H](C)Oc3ccc(NS(=O)(=O)c4ccc(C)cc4)cc3C(=O)N([C@H](C)CO)C[C@H]2C)cc1
→ /	-10
#47 COCC(=O)N(C)C[C@@H]1Oc2cc(C3=CCCCC3)ccc2S(=O)(=O)N([C@H](C)CO)C[C@H]1C
→ 7	-2.2
#48 O=C(CSc1nc2ccccc2c(=O)[nH]1)Nc1ccccc1C(=O)c1ccccc1
→ 6	0.4
#49 CCCC(=O)Nc1ccc2c(c1)C(=O)N(C)C[C@@H](OC)[C@H](C)CN(C)[C@@H](C)CO2
→ 6	0.2
#50 COCC(=O)Nc1ccc2c(c1)OC[C@H](C)N(CC1CCCCC1)C[C@@H](C)[C@H](OC)CN(C)C2=O
→ 0	-0.1
#51 COCCOC(=O)N1C(=O)[C@@]2(c3cc(C#CCNC(N)=O)ccc31)[C@H](c1ccccc1OCCO)N1[C@H](c3ccccc3)[C@H](c3ccccc3)OC(=O)[C@H]1[C@@H]2C(N)=O
→ -23	/

Next records follow:
cpd	canonical_smiles	PRC2 inh	IDH1 mut inh
61	C[C@@H]1CCCCO[C@H](CN(C)S(=O)(=O)c2cccs2)[C@@H](C)CN([C@H](C)CO)C(=O)c2cc(NS(=O)(=O)c3ccc(Cl)cc3)ccc2O1	/	0.4
62	Cc1cccc(S(=O)(=O)N(C)C[C@H]2OCc3cnnn3CCCC(=O)N([C@H](C)CO)C[C@H]2C)c1	3	/
63	COc1ccc(S(=O)(=O)N[C@H]2CC[C@@H](CCNC(=O)CN3CCOCC3)O[C@@H]2CO)cc1	1	0.0
64	O=C(N/N=C/c1ccc2c(c1)Cc1ccccc1-2)c1ccccn1	3	/
65	C[C@@H]1CN([C@H](C)CO)C(=O)Cc2cc(NS(=O)(=O)c3cn(C)cn3)ccc2O[C@H]1CN(C)C(=O)Nc1ccc(C(F)(F)F)cc1	/	0.6
66	COc1ccc(NC(=O)N(C)C[C@H]2OCCCC[C@@H](C)Oc3ccc(NS(=O)(=O)c4cn(C)cn4)cc3C(=O)N([C@@H](C)CO)C[C@H]2C)cc1	/	3.2
67	CCC[C@H]1CC2=C(C[C@@H](CC)CC3=C1C(=O)OC3=O)C(=O)OC2=O	-2	5.4
68	O=C(NC1CC1)C1=C[C@@H](C2CC2)C[C@@H](OCCCCO)O1	-9	/
69	CC(C)(C(=O)Oc1ccccc1)S(=O)(=O)c1ccc(C(F)(F)F)cn1	-7	-1.2
70	O=C(O)CN(CC(=O)O)c1ccc2cccc(O)c2n1	-14	-0.6
71	C[C@@H]1CN([C@@H](C)CO)C(=O)c2cc(NS(=O)(=O)c3cccs3)ccc2O[C@@H]1CN(C)CC1CC1	-10	2.4
72	CC(C)OC(=O)N(C)C[C@@H]1OCc2cn(nn2)CCCC(=O)N([C@H](C)CO)C[C@@H]1C	3	/
73	C[C@]12C=CC(=O)C=C1CC[C@H]1[C@@H]3C[C@@H](O)[C@](O)(C(=O)CO)[C@@]3(C)C[C@H](O)[C@@]12F	-2	-1.5
74	CCCC(=O)Nc1ccc2c(c1)OC[C@@H](C)N(C)C[C@H](C)[C@H](OC)CN(C)C2=O	-11	0.3
75	N#Cc1cccc(NCCN2CCNC2=O)n1	-10	/
76	CO[C@@H]1CN(C)C(=O)c2cc(NC(=O)Nc3cccc(Cl)c3)ccc2OC[C@@H](C)NC[C@@H]1C	-12	0.2
77	COc1ccc(CN(C)C[C@H]2Oc3ccc(NC(=O)Cn4cnnn4)cc3CC(=O)N([C@H](C)CO)C[C@H]2C)cc1	-21	1.8
78	C[C@H]1CN([C@@H](C)CO)C(=O)c2cc(NC(=O)c3ccncc3)ccc2O[C@H]1CN(C)Cc1ccc2c(c1)OCO2	12	0.3
79	Cc1ccc(S(=O)(=O)Nc2ccc3c(c2)C(=O)N([C@H](C)CO)C[C@H](C)[C@H](CN(C)S(=O)(=O)c2ccc(F)cc2)O3)cc1	/	-1.3

Source: PubChem (Broad Institute)

Some of the compounds tested, so the mix of outcomes need not match the whole.
